hERG WT inh: blocks the wildtype human KCNH2 potassium channel; Q12809; U2OS, BacMam KCNH2, thallium flux FluxOr; stronger effect = lower value; activity change, % at 1.84 µM; actives 0.37% (n = 340,000);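 active means maximum activity change below -70%; inconclusive means maximum activity change between -70% and -50%; inactive means maximum activity change above -50%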; further: on the % scale 0 is the no-effect control and ±100 the full control effect
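U2OS cells were transduced with wild-type KCNH2 virus (2.03 x 10^8 / mL) for 4 h at room temperature, then cultured overnight at 37 C. Thallium flux was read with FluxOr dye. Rate constants were normalized to DMSO controls.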
PKM2 activator: activators of human pyruvate kinase M2 | P14618 | purified PKM2, Kinase-Glo ATP luminescence, activation; response scale: 0% is enzyme alone, no compound | Potency, µM (highest dose often 57.5 µM), for inactives: at the top dose activation, hits mostly activators | actives 0.34% (n = 260,000); further: potency means the concentration at half of the fitted maximal effect; on the % scale 0 is the no-effect control and ±100 the full control effect; nearly all actives have a fitted effect of over 55% in size
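ATP formation by purified human PK-M2, quantified via coupled luciferase luminescence after 1 h at room temperature with 0.1 mM ADP and 0.5 mM PEP final.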
B2AR arrestin: agonists driving beta-arrestin recruitment to human beta2-adrenergic receptor; Potency, µM (doses to about 46.1 µM), for the others: at the highest dose activation, most hits filed as activators; actives 0.02% (n = 330,000); P07550; beta-arrestin recruitment to beta2AR, cell-based reporter;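 further: potency means the concentration at half of the fitted maximal effect; 0% = DMSO controls and full agonism = EC100 isoproterenol or metaproterenol; nearly all actives have a fitted effect of over 65% in size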
Target sequence (P07550 whole entry, looked up): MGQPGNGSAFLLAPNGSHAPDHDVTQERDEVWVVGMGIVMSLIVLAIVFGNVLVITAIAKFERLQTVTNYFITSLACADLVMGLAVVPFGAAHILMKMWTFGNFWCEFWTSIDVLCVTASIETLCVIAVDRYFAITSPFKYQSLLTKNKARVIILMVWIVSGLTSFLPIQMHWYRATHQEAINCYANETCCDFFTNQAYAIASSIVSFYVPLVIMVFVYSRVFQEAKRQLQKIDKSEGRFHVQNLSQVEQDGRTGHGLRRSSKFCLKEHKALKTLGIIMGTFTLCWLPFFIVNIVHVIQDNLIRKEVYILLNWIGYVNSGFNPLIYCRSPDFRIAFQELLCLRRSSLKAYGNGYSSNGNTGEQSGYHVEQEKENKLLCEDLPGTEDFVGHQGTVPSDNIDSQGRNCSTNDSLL
Coupling enz: inhibits coupling enzyme system, counter-screen for aldolase hits; coupling enzyme system counterscreen, AmpLite Red fluorescence; activity change, negative = inhibition, % at 58.2 µM, hits read low; actives 0.67% (n = 290,000); AID 2472; in the data active means activity change below about -30%; further: on the % scale 0 is the no-effect control and ±100 the full control effect
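Final compound at 57.5 uM, incubated 10 min at RT with coupling enzyme reagent (glyceraldehyde-3-phosphate), then 20 min with substrate and AmpLite Red detection. Fluorescence read at 525/598 nm; tests interference with the coupling assay, not aldolase inhibition.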
TRPV1 agonist: agonists of human vanilloid receptor 1 (TRPV1); actives 0.19% (n = 320,000); activation, % at 8.33 µM; TRPV1-expressing cells, Fluo-8 calcium influx, agonist mode; in the data active means activation above about 80%; inconclusive means between about 30% and that limit; further: 0% is about no effect
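Fluo-8 calcium influx in TRPV1-expressing cells, kinetic read (ex 480/em 520 nm). Compound added and read 3 min for agonist activity, followed by capsaicin at EC20 final and 2 min further read for enhancement.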
CXXC DNA block: inhibitors of human MLL CXXC domain-DNA interaction. Q03164. MLL-CXXC / FITC-HOXA9 DNA fluorescence polarization. Potency, µM (doses to about 115 µM), for the others: at the highest dose activity change, negative = inhibition, actives largely listed as inhibitors. actives 0.037% (n = 290,000); active means well fitted inhibition curve with a large enough effect in the polarisation, with a control signal flat, not every such curve was filed as active; inconclusive means small, poorly fitted or top-dose-only effect, or effect the other way, or a change in a side signal; inactive means no such curve, though single readings can be large or run the other way; the % refers to the polarisation; further: potency means the concentration at half of the fitted maximal effect
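Steps: dispense CXXC domain solution (7 uM) → pin compounds or unlabeled HOX-A9 DNA control → 5 min ambient → add FLSN-HOX-A9 solution (50 nM) → spin → 30 min ambient → fluorescence polarization. Tris pH 7.5/NaCl/DTT/BSA buffer.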
Giardia kill: kills Giardia lamblia; actives 0.15% (n = 340,000); activity change, % at 7.66 µM, hits read low; Giardia lamblia trophozoite viability; in the data active means activity change below about -80%; inconclusive means between about -30% and that limit;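 further: parasites exposed to compound for two days anaerobically before the ATP read; on the % scale 0 is the no-effect control and ±100 the full control effect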
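Luminescent ATP signal served as the viability read-out, measured 15-30 min after adding ATP detection reagent to trophozoites that had been incubated with compounds for 48 hrs at 37 deg C anaerobically at 100 cells/well.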
KCNH2 3.1 inh: blocks the human KCNH2 3.1 channel isoform | actives 0.95% (n = 340,000) | activity change, % (tested at about 1.8 µM) | U2OS KCNH2 3.1, thallium flux FluxOr; stronger effect = lower value;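 active means maximum activity change below -70%; inconclusive means maximum activity change from -70% to -50%; inactive means maximum activity change above -50%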;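 further: thallium influx rate constant from kinetic fluorescence after stimulation buffer; on the % scale 0 is the no-effect control and ±100 the full control effect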
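Virally transduced U2OS (3.1 isoform, 4 h infection in dark at RT) → overnight 37 C → FluxOr + Red40 in HBSS/HEPES, 45 min → stimulation buffer, 2 min kinetic read → rate constant vs DMSO controls.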
GALK inhibitor: galactokinase (human) inhibition; Purified GALK, Kinase-Glo residual ATP luminescence; P51570; Potency, µM (top dose mostly 57.5 µM), inactives show at the highest dose activity change, negative = inhibition, usual class: inhibitors; AID 1868; actives 0.007% (n = 270,000); further: potency means the concentration at half of the fitted maximal effect; on the % scale 0 is the no-effect control and ±100 the full control effect
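Luminescence from leftover ATP (Ultra-Glo luciferase/luciferin) served as read-out after a 1 h room-temperature reaction of 5 nM GALK with 35 uM ATP and 100 uM galactose.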
USP2a block: inhibitors of human ubiquitin-specific protease USP2a | O75604 | Potency, µM (titrated, usually from 38.3 µM), for inactives: at the highest dose activity change, negative = inhibition, usual class: inhibitors | USP2 core, Ub-CHOP2 coupled fluorogenic reporter, 485/531 | AID 463254 | actives 0.01% (n = 330,000);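 further: potency means the concentration at half of the fitted maximal effect; plate controls were DMSO wells for no effect and full inhibition by NEM control for full effect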
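Deubiquitinase activity read as fluorescence (485/531 nm) after Ub-CHOP2 cleavage activates the enterokinase reporter on its substrate; USP2 core 10nM, Ub-CHOP2 and substrate 25nM each, 30min compound preincubation then 60min RT; data normalized to NEM, curves fitted.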
Menin-MLL TR inh: inhibitors of human menin-MLL interaction, mutant MLL peptide | O00255 | Menin + Texas Red MLL mutant peptide, fluorescence polarization | Potency, µM (series often up to 61.6 µM), inactives show at the top dose FP activity change, negative = inhibition, actives largely listed as inhibitors | actives 0.23% (n = 270,000); active means well fitted inhibition curve with a large enough effect in the polarisation, with a control signal flat, not every such curve was filed as active; inconclusive means small, poorly fitted or top-dose-only effect, or effect the other way, or a change in a side signal; inactive means no such curve, though single readings can be large or run the other way; the % refers to the polarisation; further: potency means the concentration at half of the fitted maximal effect; % of control where 0% means no effect; many of its hits are not listed in these tables
Target sequence (O00255 whole entry, looked up): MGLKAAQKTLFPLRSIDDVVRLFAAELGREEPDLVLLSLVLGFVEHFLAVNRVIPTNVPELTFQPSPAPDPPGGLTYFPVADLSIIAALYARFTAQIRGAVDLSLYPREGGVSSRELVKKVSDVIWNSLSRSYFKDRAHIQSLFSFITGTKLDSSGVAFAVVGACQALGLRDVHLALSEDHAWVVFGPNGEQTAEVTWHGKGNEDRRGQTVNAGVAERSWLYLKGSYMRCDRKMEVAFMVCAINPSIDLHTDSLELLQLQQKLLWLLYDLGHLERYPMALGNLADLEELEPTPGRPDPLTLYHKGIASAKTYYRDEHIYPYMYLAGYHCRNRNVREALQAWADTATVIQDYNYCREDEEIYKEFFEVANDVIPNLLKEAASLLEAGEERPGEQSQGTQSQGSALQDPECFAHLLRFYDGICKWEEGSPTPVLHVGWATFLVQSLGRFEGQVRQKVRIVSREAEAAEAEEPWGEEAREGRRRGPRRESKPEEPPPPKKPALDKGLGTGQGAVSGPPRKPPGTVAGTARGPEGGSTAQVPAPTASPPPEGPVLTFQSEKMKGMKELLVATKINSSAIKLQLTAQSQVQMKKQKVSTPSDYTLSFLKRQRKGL
An asterisk follows results filed as active; ? = inconclusive; · = no result given; [ ] = another dose, or the depositor's remark. Unless noted, the call rests on the fitted dose curve; in most records, active means well fitted curve in the direction sought with a large enough effect; inconclusive means small, poorly fitted or top-dose-only effect, or another doubt; inactive means no such curve, though single readings can be large; an effect the other way counts as inactive or inconclusive. An excerpt; rates above refer to the full screens.

SMILES | hERG WT inh | PKM2 activator | B2AR arrestin | Coupling enz | TRPV1 agonist | CXXC DNA block | Giardia kill | KCNH2 3.1 inh | GALK inhibitor | USP2a block | Menin-MLL TR inh
COc1cccc(C(=O)N(Cc2cc3cc(C)ccc3[nH]c2=O)C(C)C)c1 | -3 | 14% | -0.6% | -9 | -2 | -2% | -12 | -8 | 0% | -4% | ?
Oc1ccccc1C=Nc1cccc2ccccc12 | -8 | 1%[11.5 µM] | -1.0% | -2 | 1 | -15% | -6 | 2 | -2% | -1% | 17%
CCOC(=O)/C=C1\SCC(=O)N1CC(=O)NCCOC | 10 | -3% | 0.2% | 7 | 2 | 13% | -7 | 4 | 9% | 5% | 2%
CC(=O)c1cccc(NC(=O)CCNS(=O)(=O)c2cccc(C(C)=O)c2)c1 | -6 | -12% | 0.3% | 1 | 1 | 0% | 4 | -9 | 0% | -1% | 9%
COCCNC(=O)C1CCCN(S(=O)(=O)c2cccc3nsnc23)C1 (stereo not given) | -3 | -1% | 0.4% | 4 | -2 | 13% | 0 | -1 | -1% | 1% | ?
CC(C)c1ccc(S(=O)(=O)N2CCN(C(=O)C3=COCCO3)CC2)cc1 | 5 | · | -0.1% | · | · | · | 12 | 0 | · | 4% | ·
Nc1cc(=O)nc(SCC(=O)N2CCN(c3ccccc3)CC2)n1-c1ccc(F)cc1 | -3 | 1% | -0.2% | -1 | -2 | 12% | 6 | -2 | 2% | 0% | -18%
Cc1cc(C)n(-c2ccc(NC(=O)C3CCCCN3C(=O)c3ccoc3C)cc2)n1 (stereo not given) | 23 | · | 0.1% | · | 7 | 24% | 7 | 3 | -4% | 5% | ·
CC(=O)c1cccc(OCc2cc(C(=O)N(C)Cc3ccc(C)o3)no2)c1 | 7 | 18% | 0.5% | -1 | 0 | ? | -3 | 5 | 3% | 3% | -19%
CSCCC1NC2(C(=O)Nc3c(C)cc(Cl)cc32)[C@@H]2C(=O)N(C3CCCC3)C(=O)[C@H]12 (stereo not given in full) | -15 | 8% | 0.1% | -4 | 7 | 11% | 3 | 15 | 5% | 1% | 14%
O=C(CN1C(=O)CC(c2ccco2)Sc2ccccc21)NCc1ccc2c(c1)OCO2 (stereo not given) | -4 | 1% | -0.5% | 5 | ? | -8% | -5 | -18 | 1% | 0% | -16%
Cc1cc(O)cc2c1C(=O)/C(=C/c1ccco1)O2 | -5 | · | 0.2% | 2 | -2 | ? | -6 | -7 | 0% | ? | ?
O=C(CSC(=S)N1CCOCC1)c1cc2ccccc2oc1=O | -4 | · | -0.4% | 0 | 3 | 13% | -11 | -6 | -2% | 0% | 4%
COc1cc(Br)c(CCNC(=O)Cc2ccccc2)cc1OC | -2 | -1% | -0.5% | 3 | 12 | ? | 15 | 4 | 0% | 4% | 5%
C=CCn1c(COc2cccc3ccc(C)nc23)nnc1SCC(=O)O | 3 | -1% | · | -2 | -3 | 3% | 6 | -6 | 0% | · | -1%
Cc1c(Cl)cccc1NC(=S)N1CCC(C(N)=O)(N2CCCCC2)CC1 | -1 | 0% | -0.2% | 0 | 4 | -4% | ? | · | · | 3% | -1%
C=CCNC(=O)CSc1n[nH]c(-c2cc(Cl)ccc2OC)n1 | 5 | -6% | 0.2% | -3 | -2 | -6% | 7 | -9 | 1% | 2% | -17%
C=CCC(C=C)[N+]1(CC(=O)OC)CCCCC1 (stereo not given) | 2 | 1% | -0.2% | 1 | -2 | 6% | -2 | 6 | -3% | 1% | 3%
Nc1cc(-c2ccc(Br)cc2)[nH]n1 | -2 | -14% | -0.5% | -1 | -6 | 5% | 6 | -3 | · | -1% | ?
CCOc1ccc(CCNC(=O)c2ccc(C)c(N3CCCC3=O)c2)cc1OCC | 0 | 3% | -0.6% | 0 | -5 | -6% | 1 | 22 | -3% | 3% | 5%
CCCNC(=O)c1ccc(N(Cc2ccccc2)S(C)(=O)=O)cc1 | 8 | 1% | -0.4% | 11 | 2 | 2% | -12 | -1 | 0% | 8% | -1%
O=C(OCC(=O)N1CCCC1)c1c(Cl)ccc(Cl)c1Cl | 2 | 1% | 0.0% | 1 | 0 | 8% | -14 | -2 | -3% | 5% | -8%
CCOC(=O)c1ccc(N2C(=O)c3n[nH]c(C)c3C2c2ccco2)cc1 (stereo not given) | -8 | 3% | 0.4% | 5 | -2 | 2% | 3 | -7 | 5% | 1% | 26%
C/C(=N\Nc1ccccc1)c1c(O)cc(C)oc1=O | 5 | -1% | -0.2% | -1 | -2 | -3% | -2 | 3 | -1% | 0% | 1%
CNC(=S)N(C)/N=C1/C(=O)N(Cc2c(Cl)cccc2Cl)c2ccccc21 | -1 | · | 2.8% | · | ? | · | -9 | -31 | · | -11% | ·
Cc1cccc(NC(=S)N(c2ccccc2)C(C)C)c1C | 4 | -28% | -0.8% | 0 | -4 | 2% | 25 | -6 | 0% | 4% | -8%
Cc1cccc(CSc2nncc(=O)[nH]2)c1 | -5 | 13% | -0.3% | 4 | -2 | -2% | -24 | 1 | 1% | 1% | 10%
CCOc1ncccc1C(=O)Nc1ccc(OC)c(S(=O)(=O)N2CCCCC2)c1 | -10 | -3% | 0.3% | 1 | 5 | -3% | 12 | -3 | -1% | 3% | -6%
CCOc1ccc(NC(=O)CCNC(=O)Cn2ccc3ccccc3c2=O)cc1 | 8 | 0% | -0.2% | -1 | -3 | -4% | 8 | 3 | 16% | 0% | 6%
COc1ccnc(NCc2cccc(C(F)(F)F)c2)c1C#N | 17 | -2% | -1.1% | 2 | 0 | -14% | 4 | 4 | 0% | 8% | 8%
COc1cc(OC)cc(C(=O)NCCCN2CCOCC2)c1 | 11 | 4% | -0.2% | 1 | 2 | 2% | -4 | 11 | -3% | 4% | -9%
Nc1nc2c(C(=O)N3CCOCC3)nnn2c2ccccc12 | -6 | -14% | -0.5% | 4 | 2 | -3% | 4 | 7 | 1% | -1% | ·
Cn1nc(CC(=O)Nc2cccc3ncccc23)c2ccccc2c1=O | 16 | -7% | -0.2% | -6 | 1 | -9% | 14 | 7 | 4% | 7% | 1%
O=C(NNc1nccc(C(F)(F)F)n1)Nc1cccc(Cl)c1 | 1 | · | 0.3% | 2 | -2 | 21% | -2 | -14 | -1% | -1% | -28%
COc1ccc(C(=O)CCC(=O)N2CCN(c3ccc([N+](=O)[O-])cc3)CC2)cc1 | 10 | 1%[0.46 µM] | 0.1% | -4 | 3 | 4% | -10 | -49 | 4% | -1% | 4%
CCOC(=O)C1(CCc2ccccc2)CCN(C(=O)c2ccoc2)CC1 | · | 5% | -0.6% | 2 | 22 | 5% | -12 | 9 | 8% | -2% | ?
Cc1ccc(NC(=O)CN2C(=O)NC3(CCCc4ccccc43)C2=O)c([N+](=O)[O-])c1 (stereo not given) | -5 | 2% | -0.5% | · | 5 | 28% | 13 | ? | 3% | -9% | ·
Cc1cccc(Nc2nnc(SCC(=O)NCc3cccs3)s2)c1C | 5 | 0% | -0.4% | 1 | -2 | 3% | -1 | -5 | 0% | 2% | 0%
CCc1ccccc1NC(=O)CSc1nnc(-c2cc(C)[nH]n2)n1N | -4 | · | -0.4% | · | -3 | 9% | 8 | -13 | 1% | 2% | ·
CC(OC(=O)CCN1C(=O)c2cccc([N+](=O)[O-])c2C1=O)C(=O)Nc1cc(Cl)cc(Cl)c1 (stereo not given) | -9 | 0% | -0.1% | 0 | 2 | 1% | -2 | -4 | -3% | -1% | ?
C[C@H](NC(=O)N1CCC(Cc2ccccc2)CC1)C(=O)O | 3 | · | 0.1% | 3 | -5 | -2% | 2 | 26 | 1% | 5% | 9%
COc1ccc(F)c(CN2CCC(n3nccc3NC(=O)C3CCOC3)CC2)c1 (stereo not given) | 21 | 0% | 2.7% | 0 | 3 | -5% | -3 | 11 | -6% | 0% | -2%
N#CCc1nn(-c2ccc(F)cc2)c(N)c1C#N | 9 | -4% | -0.1% | 0 | -4 | 5% | 9 | 6 | 11% | -1% | 5%
Cc1cc(NC(=O)c2ccoc2C)no1 | -3 | -34% | -0.6% | 1 | 1 | 3% | 23 | 7 | 2% | 3% | -3%
CCCN1C(=O)c2cc(C(=O)NCCc3cccc(C)c3)ccc2C1O (stereo not given) | 9 | 5% | 0.1% | 3 | 0 | 9% | 23 | 1 | 2% | -1% | 0%
O=C(CN1CCN(Cc2ccccc2)C1=O)NCc1ccc(Cl)cc1 | 1 | 0% | -0.1% | 3 | 8 | 2% | -5 | -1 | 1% | 0% | -1%
